# Insulin prom up: MIN6 insulin promoter up-regulation; MIN6 insulin promoter-GFP reporter, high-content imaging; stronger effect = higher value; hit rate 0.3% among 190,000; z-score at 5 µM;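 active means z-score above 3 at 5 µM with at least 500 cells counted in the well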
# bCat nuc transl: beta-catenin nuclear translocation modulation; HeLa beta-catenin nuclear translocation, immunofluorescence imaging; nuclear translocation activity, % at 5 µM; hit rate 0.3% among 190,000;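 active means nuclear translocation activity above 50% at 5 µM, with a well cell count of 50 or more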;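 further: per-cell ratio of nuclear to cytoplasmic median beta-catenin stain intensity; plate controls were DMSO negative control for no effect and GSK-3 inhibitor IX positive control for full effect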
#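 Read-out: Nuclear/cytoplasmic beta-catenin signal ratio, % activation | Assay system: Human HeLa cell line | Times: 24 h compound exposure at 37°C, 5% CO2 | Signal: Fluorescence imaging of beta-catenin antibody stain plus DAPI | Dosing: 5 µM primary, 0.02–20 µM confirmation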
# MT stabilizer: microtubule stabilizers in HeLa cells; hit rate 0.83% among 200,000; AID 2205; % tubulin-high responders, % at 10 µM; HeLa tubulin immunostaining HCS, 24 h; share of cells brighter than vehicle mean+2SD;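 active means plate Z-score above 3 for both tubulin-high and condensed-nucleus cell shares, with cell loss under 80%, at 10 µM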;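 further: anti alpha tubulin signal scored within the nucleus-defined area of each cell; some results filed as inactive read as strong as hits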
# human PMI inhibitors: human PMI inhibitors, high substrate, primary screen, biochemical, fluorescence intensity, high mannose 6-phosphate (AID 1220); recombinant PMI enzyme, coupled fluorescence intensity; higher % means a stronger effect; inhibition, % at 20 µM; hits with a dose series show IC50 in µM; hit rate 0.66% among 190,000
# PMI inhibitors: MPI enzyme activity inhibition – biochemical, fluorescence intensity, coupled assay, primary screen (AID 1209); purified PMI enzyme, coupled fluorescence intensity; higher % means a stronger effect; inhibition, % at 20 µM, or IC50 in µM where a hit was titrated; hit rate 0.42% among 190,000;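 further: plate controls were DMSO vehicle for no effect and wells lacking substrate for full effect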
# T cell HTS: T cell immune modulators affecting CD8 T cell-vesicle binding; hit rate 0.068% among 330,000; 2C CD8+ T cell-vesicle binding, flow cytometry; stronger effect = lower value; calls only at 7 µM;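 active means response, share of CD8 T cells binding vesicles, and their 90th percentile fluorescence all below set limits, cut at about 80% in these data, passing the limit was not always enough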
#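 Assay system – 2C mouse CD8+ T cells · Also added – QL9-loaded Drosophila micro-vesicles · Timing – Cell–vesicle co-incubation 1.5 h at 37 °C, staining 20 min on ice · Signal – flow cytometry of vesicle-bound cells · Measure – percent CD8+ FL2 mean versus row control · Controls – Peptide-free naked vesicles (low) and QL9 vesicles with 0.7% DMSO vehicle (high)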
# Autophagy HCS: modulators of autophagy; hit rate 0.98% among 190,000; AID 463193; calls only at 10 µM (by protocol); MEF GFP-LC3 puncta imaging; test concentration mostly 10 µM;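 active means percentage of spot-positive cells more than 3 SD above its plate mean, without a fluorescence outlier flag or 80% toxicity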;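 further: spot-positive cell cutoff set from DMSO-treated cells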
# Hep lipid drop: modulators of hepatic lipid droplet formation; AID 1656; AML12 mouse hepatocytes, oleate lipid droplets, BODIPY imaging; inhibition, % at 6.5 µM; hit rate 0.4% among 240,000;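 active means lipid droplet intensity inhibited by at least 50%, with more than 500 cells counted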
#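 material = mouse AML12 hepatocyte cell line, fixed after treatment | also added = 100 µM oleic acid challenge | doses = compound at 6.5 µM only | schedule = overnight exposure | technique = Image-based BODIPY and DAPI two-channel analysis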
# TNAP activators: human TNAP enzyme activators, primary screen, biochemical, luminescent, no phosphate acceptor, uHTS (AID 1001); purified TNAP, luminescent activation assay, no phosphate acceptor; higher activation fold means a stronger effect; activation fold at 20 µM; hits with a dose series show EC50 in µM; hit rate 0.03% among 200,000; in the data active means activation fold from about 3, or a potency from the dose series; inactive means the rest, 99 in 100 with activation fold below about 1.6; further: many of its hits are not listed in these tables
# Insulin prom up cell count: recorded beside Insulin prom up, whose call it bears; cell count; measured here: cytotoxicity, nuclei count;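 total cells summed across four imaged fields per well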
# Hep lipid drop cells 6.5 µM: further read-out of Hep lipid drop, marked with its call; cell count; measured here: cell count, cytotoxicity flag;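 cells counted across two imaged fields per well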
# bCat nuc transl cell count 5 µM: second read-out of bCat nuc transl, no call of its own (marks repeat the call); cell count; measured here: cell count, cytotoxicity flag
# T cell HTS vesicle-bound %: further read-out of T cell HTS, marked with its call; double positive events, %; measured here: CD8+ vesicle-bound cell fraction;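 binding gate set so that unloaded-vesicle control wells show 10% double positive cells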
# MT stabilizer Hoechst-high %: also measured in MT stabilizer; calls as there; % Hoechst-high responders; measured here: nuclear condensation Hoechst responders;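 share of cells brighter than vehicle mean plus two SD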
# MT stabilizer cytotoxicity %: second read-out of MT stabilizer, no call of its own (marks repeat the call); toxicity, %; measured here: cytotoxicity by cell density;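 0% = mean cell density of plate MIN control wells and 100% = no cells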
# Autophagy HCS cell loss 18 h: recorded beside Autophagy HCS, whose call it bears; toxicity, %; measured here: cell loss, nuclei count;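 cell loss after 18 h compound exposure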
# Active calls of the source: *; i = inactive; nt = no result given. Unless noted, no stated cut-off is given here; in the data, active means inhibition above about 50%; inactive means the rest.
# A first look:
SMILES,Insulin prom up,Insulin prom up cell count,bCat nuc transl,bCat nuc transl cell count 5 µM,MT stabilizer,MT stabilizer Hoechst-high %,MT stabilizer cytotoxicity %,human PMI inhibitors,PMI inhibitors,T cell HTS,T cell HTS vesicle-bound %,Autophagy HCS,Autophagy HCS cell loss 18 h,Hep lipid drop,Hep lipid drop cells 6.5 µM,TNAP activators
COC(=O)c1cc(C(=O)N2CCOCC2)cc([N+](=O)[O-])c1,0.42,1243,0.5,1049,2.3,1.8,8.4,4%,0%,i,33,i,-2,4,672,1.1
Cc1cc(C(=O)Nc2ccc(C(=O)O)cc2)c(-c2ccccc2)o1,-0.77,935,-5.7,1182,4.3,1.9,6.9,-2%,4%,i,38,i,17,13,770,1.1
Cc1cccc(N/N=C(\C(N)=O)C2=NC(C)(C)Cc3ccccc32)c1,-0.39,1260,-2.2,547,3.7,4.7,2.3,11%,5%,i,43,i,-2,4,755,1

# The list itself, repeating the preview:
SMILES,Insulin prom up,Insulin prom up cell count,bCat nuc transl,bCat nuc transl cell count 5 µM,MT stabilizer,MT stabilizer Hoechst-high %,MT stabilizer cytotoxicity %,human PMI inhibitors,PMI inhibitors,T cell HTS,T cell HTS vesicle-bound %,Autophagy HCS,Autophagy HCS cell loss 18 h,Hep lipid drop,Hep lipid drop cells 6.5 µM,TNAP activators
COC(=O)c1cc(C(=O)N2CCOCC2)cc([N+](=O)[O-])c1,0.42,1243,0.5,1049,2.3,1.8,8.4,4%,0%,i,33,i,-2,4,672,1.1
Cc1cc(C(=O)Nc2ccc(C(=O)O)cc2)c(-c2ccccc2)o1,-0.77,935,-5.7,1182,4.3,1.9,6.9,-2%,4%,i,38,i,17,13,770,1.1
Cc1cccc(N/N=C(\C(N)=O)C2=NC(C)(C)Cc3ccccc32)c1,-0.39,1260,-2.2,547,3.7,4.7,2.3,11%,5%,i,43,i,-2,4,755,1
NC(=O)c1cc(N2C(=O)C3CC=CCC3C2=O)ccc1N1CCCCC1 (stereo not given),-0.54,1215,2.2,1159,4.1,1.7,3.5,10%,6%,i,40,i,-2,nt,nt,1.1
CCCn1c(N2CCN(S(=O)(=O)Cc3ccccc3)CC2)nc2ccccc21,-0.83,921,-5.1,1216,1.7,1.2,2.9,-9%,-2%,i,21,i,1,-1,717,1.1
CCC(=O)N(CCC(Cc1ccccc1)c1ccco1)Cc1ccco1 (stereo not given),0.25,1587,-0.8,949,1.7,0.6,3.4,22%,23%,i,13,i,-21,-48,703,1.1
Cc1ccc(S(=O)(=O)N2CCN(c3ccc(C(F)(F)F)cc3[N+](=O)[O-])CC2)cc1,-0.72,1291,-1.8,1169,6.5,3.0,7.9,-1%,12%,i,10,i,-3,-6,657,1.1
CC(C)[C@H](NS(=O)(=O)c1ccc2c(c1)OCCO2)C(=O)OCC(=O)Nc1ccccc1,-0.41,1463,-1.7,1147,1.7,2.3,6.0,-5%,5%,i,58,i,-7,-6,636,1.1
COCCn1c(C2CCCCC2)nc2sc3ccccc3c(=O)c2c1=O,0.19,952,-4.2,982,3.1,2.4,9.7,1%,-3%,i,46,i,-1,nt,nt,1.1
Cc1ccc(NC(=O)CCCCCCCCCCC2COCCO2)c(C)c1 (stereo not given),0.58,1449,-2.6,1068,3.9,2.9,11,-5%,6%,i,30,i,1,-25,683,1.2
CCOC(=O)C1CCCN(Cc2cc(=O)oc3cc(C)c(C(C)C)cc23)C1 (stereo not given),-0.2,1338,0.3,1085,1.5,1.9,4.5,6%,7%,i,6,i,-6,-13,727,1.2
Cc1ccc(-c2nnc(SCC(=O)NNC(=O)COc3cccc4ccccc34)n2C)cc1,0.57,1354,nt,nt,2.2,2.7,7.9,-9%,2%,i,29,i,12,3,570,2
CCCCn1c(N)c(N(CC)C(=O)C(c2ccccc2)c2ccccc2)c(=O)[nH]c1=O,0.14,1302,-1.7,1218,4.2,3.2,3.6,-4%,2%,i,43,i,3,1,638,1.1
O=C(NCc1cccnc1)C(=O)NCC1OCCN1S(=O)(=O)c1ccc(Cl)cc1 (stereo not given),-0.21,1206,-2.0,529,1.7,2.4,4.9,-9%,-8%,i,42,i,15,16,657,1.1
Cc1ccccc1Cn1nc(C)c(NC(=O)c2noc3c2CCCC3)c1C,-0.42,1647,-0.7,1026,4.3,2.5,6.9,-8%,-3%,i,12,i,6,20,664,1.1
CN(C)CCOc1cc(Cl)cc(Cl)c1,-1,1421,0.9,1133,3.7,2.4,3.9,9%,13%,i,71,i,-28,-21,759,1
CCOc1ccc(NC(=S)N2CCC(N(C)CC3CCCO3)CC2)cc1 (stereo not given),3.6*,1409*,-0.2,1012,2.2,1.2,7.2,6%,12%,i,43,i,-9,-21,445,1
CCCCC1CC(CSC(=N)N)OC1=O (stereo not given),0.1,1601,-2.4,1351,4.0,1.8,8.8,-13%,-16%,i,19,i,1,nt,nt,0.9
O=C(Nc1ccc(Br)c(Cl)c1)C1CC1,0.12,1718,-1.8,1038,4.2,2.2,3.2,13%,14%,i,19,i,-7,2,698,1
O=[N+]([O-])c1cccc(C(=Nc2cccc(Cl)c2)NO)c1,-0.16,1904,1.1,1054,2.5,1.3,1.5,6%,8%,i,17,i,2,-5,660,1
CC(C)CNS(=O)(=O)c1ccc(CCC(=O)NCc2ccco2)cc1,nt,nt,-1.1,587,3.8,2.1,9.4,-22%,-25%,i,62,i,3,-4,728,1.1
CN(C)c1ccnc(Oc2ccccc2)c1C#N,0.46,1263,2.5,1412,0.9,1.4,2.6,4%,8%,nt,nt,i,9,nt,nt,1.1
CCCn1c(SCC(=O)N2CCCC2)nc2c1c(=O)n(C)c(=O)n2C,nt,nt,-3.5,1159,3.9,3.7,5.7,10%,13%,i,25,i,0,nt,nt,1.2
O=C(CC1C(=O)NCCN1C(=S)Nc1ccccc1)Nc1ccc(F)cc1 (stereo not given),1.3,1500,3.0,1058,3.8,1.2,8.4,-3%,6%,i,14,i,0,6,667,1
N#Cc1cnc2ncnn2c1-c1ccccc1,0.07,1297,-0.1,1033,4.8,1.2,6.0,-10%,-17%,i,23,i,7,-20,667,1.1
O=C(O)CSC1=NC(=Nc2cccc(Cl)c2)C2(CCCCC2)N1c1ccccc1,0.8,1283,-1.5,521,4.0,2.2,0.7,-12%,-8%,i,36,i,2,-4,670,1.1
Cc1ccc(CNc2nc3ccccc3s2)s1,1.4,1090,-0.5,1122,3.8,3.0,7.1,-3%,10%,i,45,i,-4,-3,750,1.1
O=C(CN1CCCc2ccccc21)NCc1ccc2c(c1)OCO2,-1.7,1209,-0.3,1151,1.6,2.5,10,5%,3%,i,30,i,-5,nt,nt,1.2
O=C1N/C(=C\c2ccccc2)C(O)=C1C=NCc1ccccc1,-0.26,1464,0.0,1074,3.7,2.1,1.3,-2%,7%,i,50,i,14,-2,506,1
C=CCn1c(=O)c(C(=O)Nc2ccccc2O)c(O)c2ccccc21,nt,nt,nt,nt,4.7,3.1,7.6,-4%,-9%,i,2,i,14,nt,nt,1
O=C(COc1ccccc1[N+](=O)[O-])OCC(=O)N1CCC(Cc2ccccc2)CC1,0.91,1276,-0.9,647,2.5,2.9,0.2,15%,-5%,i,36,i,8,10,680,0.8
Cc1ccc(NC(=O)CN(C)CC(=O)Nc2ccc(F)c(F)c2F)c(Cl)c1,0.08,1201,-0.4,1115,1.1,1.7,4.5,10%,3%,i,49,i,6,-3,719,1.1
O=C(c1ccc(S(=O)(=O)N2CCOCC2)cc1)N1CCN(c2ccccc2)CC1,0.17,1887,-0.3,1072,6.1,2.2,0.2,5%,5%,i,12,i,9,22,724,1.1
CCOC(=O)Cn1nc(-c2ccc(C)cc2)ccc1=O,1.6,1257,nt,nt,2.1,2.5,8.3,12%,11%,i,19,i,-5,5,779,1.1
COC(=O)c1ccc(CN(c2ccc(C)cc2)S(=O)(=O)c2ccc3c(c2)OCCO3)o1,2.6,878,-0.7,1207,1.9,1.4,11,10%,9%,i,44,i,6,nt,nt,1.2
CCCN1C=CC(=C2C(=O)c3ccccc3C2=O)C=C1,-0.17,1216,nt,nt,3.9,2.7,7.9,-14%,1%,i,30,i,-1,-3,726,1.1
O=C(NCCNS(=O)(=O)c1ccccc1)N1CCOCC1,-0.2,1523,-0.3,1400,2.6,1.8,7.3,-1%,-4%,i,47,i,-2,nt,nt,1.1
Cc1ccc(OCC(=O)O/N=C(\N)c2cccnc2)cc1,-0.76,1144,-0.4,1076,2.9,2.2,0.2,-6%,-18%,i,34,i,18,-10,584,1.1
O=C(CSc1nc2ccccc2o1)N1CCN(c2ccc(Cl)cc2)CC1,-0.07,1126,-0.4,974,2.7,0.4,22,-4%,4%,i,37,i,1,7,600,1.1
CCSc1nnc(NC(=O)[C@@H](NC(=O)c2cc(OC)cc(OC)c2)C(C)C)s1,-0.59,1441,-1.1,1082,4.6,1.5,4.1,-6%,-5%,i,21,i,11,17,695,1.1
Cc1cc(C)nc(SCc2n[nH]c(=S)n2C)n1,0.32,1267,1.1,1119,2.4,1.7,25,14%,16%,i,42,i,0,-2,741,0.9
COc1ccc2c(c1)CC/C2=N\OC(=O)c1ccccc1OC,0.08,1559,-5.4,1148,2.3,1.7,1.7,-2%,3%,i,49,i,-22,-5,637,1.2
Cc1ccc(SCCC(=O)NCCSCc2ccco2)cc1,0.59,1660,-5.3,1047,2.5,1.7,4.9,4%,8%,i,4,i,5,-6,627,1.1
CC(=O)c1cn(Cc2ccccc2)c(=O)[nH]c1=O,-0.04,1306,-1.1,1152,6.8,1.9,8.1,-11%,-10%,i,53,i,5,-4,716,1.1
CC1(OC(=O)C2CCCC2)C(=O)C=C2C=C(c3ccsc3)N(C3CCCC3)C=C2C1=O (stereo not given),-0.43,803,3.3,1120,nt,nt,nt,nt,nt,i,19,nt,nt,-28,682,nt
